# PMI activator: increases human mannose-6-phosphate isomerase activity; purified human PMI, coupled resazurin fluorescence, 20 min; hits give high values; 1 = vehicle control, 0 substrate-free wells; activation factor at 20 µM; hit rate 0.005% among 190,000; AID 1214;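 active means activation factor of 2 or more at 20 µM, relative to plate controls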
# Target sequence (P34949 whole entry, looked up): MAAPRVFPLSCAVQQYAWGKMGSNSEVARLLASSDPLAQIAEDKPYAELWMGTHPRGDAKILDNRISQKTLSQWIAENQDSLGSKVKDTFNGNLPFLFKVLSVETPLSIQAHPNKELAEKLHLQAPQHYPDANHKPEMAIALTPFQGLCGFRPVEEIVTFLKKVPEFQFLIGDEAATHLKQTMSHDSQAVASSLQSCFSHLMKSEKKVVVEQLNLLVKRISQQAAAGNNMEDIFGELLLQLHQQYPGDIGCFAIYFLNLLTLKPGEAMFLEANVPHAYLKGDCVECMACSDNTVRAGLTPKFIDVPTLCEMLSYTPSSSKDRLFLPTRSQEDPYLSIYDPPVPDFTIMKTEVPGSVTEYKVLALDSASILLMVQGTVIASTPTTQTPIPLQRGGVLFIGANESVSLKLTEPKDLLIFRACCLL
# bIAP act: intestinal alkaline phosphatase (bovine) activation; purified bovine IAP, CDP-star luminescence, 30 min; hits give high values; fold of DMSO-control signal, blank-subtracted; activation factor at 20 µM; hit rate 0.17% among 200,000;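 active means activation factor of 2 or more at 20 µM, a signal rise over negative controls twice the positive control's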
# L major viab: reduces viability of Leishmania major promastigotes | hit rate 9% among 200,000 | inhibition, % at 10 µM | AID 1063 | resazurin fluorescence viability; in the data active means inhibition above about 50%;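 further: promastigotes grown with compound for 44 hours at 28 °C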
# bIAP inh: blocks bovine intestinal alkaline phosphatase activity; purified bovine IAP, CDP-star luminescence, 30 min; 190,000 tested, under 10 active; inhibition, % at 20 µM;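 active means over 50% inhibition of intestinal alkaline phosphatase at 20 µM in the single-dose screen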
#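 Assay system – bovine IAP enzyme · Quantity – bovine IAP at 1/65,000,000 final dilution · Detection – CDP-star luminescence signal · Times – 30 min reaction at room temperature · Also added – CDP-star substrate at 30 µM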
# Diaph inh CS: diaphorase inhibition or chemical oxidation counter-screen | diaphorase resazurin-to-resorufin fluorescence, NADH, 16 min; bacterial (C. kluyveri) enzyme, not human | inhibition, % at 20 µM | hit rate 0.69% among 190,000 | AID 1217;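 active means primary screen inhibition at 20 µM above a set limit, cut at about 50% in these data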;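 further: plate controls were DMSO with full reaction for no effect and wells lacking NADH for full effect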
#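 controls = No-NADH positive control and DMSO neutral control | system = Clostridium kluyveri diaphorase enzyme | timing = reaction incubation of 16 min at room temperature | signal = resorufin fluorescence 544/590 nm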
# TNAP act hi DEA: activators of human TNAP at high phosphate acceptor concentration; P05186; purified TNAP, CDP-star luminescence, 1 M DEA, 30 min; hits give high values; 0 = EDTA background, 1 = DMSO-only activity; activation factor at 20 µM; 200,000 tested, under 10 active; AID 1136;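 active means activation factor at least 2 at 20 µM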
# Target sequence (P05186 whole entry, looked up): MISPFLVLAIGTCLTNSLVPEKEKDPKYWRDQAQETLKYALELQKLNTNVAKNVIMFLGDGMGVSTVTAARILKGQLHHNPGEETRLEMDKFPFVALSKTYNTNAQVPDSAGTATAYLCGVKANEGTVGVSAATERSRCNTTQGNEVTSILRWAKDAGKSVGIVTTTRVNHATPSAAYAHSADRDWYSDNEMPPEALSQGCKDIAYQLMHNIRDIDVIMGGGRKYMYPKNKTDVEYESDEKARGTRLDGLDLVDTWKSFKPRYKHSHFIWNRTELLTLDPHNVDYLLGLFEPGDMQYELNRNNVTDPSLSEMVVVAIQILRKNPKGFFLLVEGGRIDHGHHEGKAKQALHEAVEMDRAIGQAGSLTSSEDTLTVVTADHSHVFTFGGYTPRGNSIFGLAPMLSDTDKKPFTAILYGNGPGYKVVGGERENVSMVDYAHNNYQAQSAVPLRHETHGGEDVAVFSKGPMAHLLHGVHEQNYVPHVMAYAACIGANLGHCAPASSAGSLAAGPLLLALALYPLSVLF
#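 Test system – human TNAP · Doses – 20 µM single point · Incubation – 30 min, room temperature · Signal – luminescent substrate turnover signal · Read-out basis – activation factor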
# Diaphorase act: activates diaphorase or chemically reduces, flagging diaphorase assay artifacts | Diaphorase/resazurin coupled assay, resorufin fluorescence, 16 min; hits give high values; 1 = vehicle wells, 0 = NADH-free wells | hit rate 0.005% among 190,000 | activation factor at 20 µM | AID 1229;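 active means diaphorase activity raised at least twofold by the compound at 20 µM; inactive means activation factor below 2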
#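 Test system: Clostridium kluyveri diaphorase, purified enzyme; input: enzyme 0.07 U/mL final; buffer or medium: 50 mM HEPES pH 7.4 with 4.542 mM MgCl2, 0.005% Tween 20; also added: 0.114 mM NADH and 0.1 mM resazurin, final amounts; schedule: 16 min enzyme reaction, ambient temperature; technique: fluorescence of resorufin, 544 nm excitation, 590 nm emission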
# TNAP inh noacc: blocks human TNAP activity with no phosphate acceptor present; P05186; purified TNAP, CDP-star luminescence, 30 min; inhibition, % at 20 µM; hit rate 0.26% among 200,000; AID 1012;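 active means tissue-nonspecific alkaline phosphatase inhibition above about 50% at 20 µM in the single-dose screen, limit read from the data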;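 further: 0% = DMSO negative control and 100% = EDTA positive control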
# TNAP inh hi DEA: blocks human TNAP under high phosphate acceptor concentration | P05186 | purified TNAP, CDP-star luminescence, 1 M DEA | inhibition, % at 20 µM | hit rate 0.03% among 200,000;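 active means over 50% inhibition of tissue-nonspecific alkaline phosphatase at 20 µM in the single-dose screen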;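 further: plate controls were DMSO wells for no effect and EDTA-quenched wells as full inhibition for full effect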
# PMI act satM6P: activators of human phosphomannose isomerase at near-saturating mannose 6-phosphate. P34949. coupled PMI enzyme assay, resazurin fluorescence, 20 min; hits give high values; 1 = untreated enzyme, 0 = substrate-free blank. activation factor at 20 µM. hit rate 0.34% among 190,000. AID 1216;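 active means activation factor of 2 or more at 20 µM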
#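 assay system = human phosphomannose isomerase with PGI, G6PDH, diaphorase coupling enzymes | quantity = 15 ng/mL PMI | incubation = enzyme reaction with compound 20 min at room temperature | medium = HEPES pH 7.4 buffer with MgCl2 and Tween-20 | compound dosing = one concentration, 20 µM, in 1% DMSO | measured by = Diaphorase-driven resazurin-to-resorufin fluorescence, excitation 544, emission 590 nm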
# Numbers without * were called inactive; / = not tested or not shown.
# Each structure is followed by: PMI activator	bIAP act	L major viab	bIAP inh	Diaph inh CS	TNAP act hi DEA	Diaphorase act	TNAP inh noacc	TNAP inh hi DEA	PMI act satM6P
> O=c1[nH]c(/C=C/c2ccccc2OC(F)F)nc2c1cnn2-c1ccccc1
  1.1	0.9	62*	6	4	1	1	-4	-1	1.2
> Cc1ccc(Sc2c(C=O)c3ccccc3n2C)cc1
  0.8	0.8	-5	23	24	1	0.8	0	-2	0.8
> O=C(NC1=NCCS1)C12CC3CC(CC(C3)C1)C2
  1.1	1	5	-1	-5	1	1.1	-12	-3	1.1
> Oc1ccc2c(c1)C1CCCC1(N1CCOCC1)O2 (stereo unspecified)
  0.7	1	-5	5	31	1	0.7	1	2	0.8
> Cc1occc1-c1nnc(SCC(=O)N2CCOCC2)n1CCc1ccccc1
  0.9	0.9	-6	7	20	1	0.8	-14	-4	0.9
> O=C(CSc1nnnn1C1CCCCC1)NCc1cccs1
  1	0.9	0	8	11	1.1	0.9	-12	-5	1.1
> CCCCCn1c(C(Cc2ccccc2)NC(=O)COC)nc2ccccc21 (stereo unspecified)
  0.9	1	32	-5	-1	1	1	5	-4	0.9
> CCCOc1ccc(NC(=O)OC2CCN(C)CC2)cc1
  1.1	0.9	-6	8	0	1.1	1	-11	-5	1.1
> COc1cc2c(cc1OC)CN(C(=O)c1ccc(S(=O)(=O)N3CCCCCC3)cc1)CC2
  0.9	0.9	25	12	11	1	0.9	-19	1	1
> COc1ccc(-c2ccc(OC)cc2C(=O)O)cc1
  0.9	1	1	4	10	1	0.9	-7	1	0.9

# Ordered by SMILES length (low to high): some entries from above.
# Each structure is followed by: PMI activator	bIAP act	L major viab	bIAP inh	Diaph inh CS	TNAP act hi DEA	Diaphorase act	TNAP inh noacc	TNAP inh hi DEA	PMI act satM6P
> Cc1ccc(Sc2c(C=O)c3ccccc3n2C)cc1
  0.8	0.8	-5	23	24	1	0.8	0	-2	0.8
> O=C(NC1=NCCS1)C12CC3CC(CC(C3)C1)C2
  1.1	1	5	-1	-5	1	1.1	-12	-3	1.1
> Cc1occc1-c1nnc(SCC(=O)N2CCOCC2)n1CCc1ccccc1
  0.9	0.9	-6	7	20	1	0.8	-14	-4	0.9
> COc1cc2c(cc1OC)CN(C(=O)c1ccc(S(=O)(=O)N3CCCCCC3)cc1)CC2
  0.9	0.9	25	12	11	1	0.9	-19	1	1

# Carrying on.
# Each structure is followed by: PMI activator	bIAP act	L major viab	bIAP inh	Diaph inh CS	TNAP act hi DEA	Diaphorase act	TNAP inh noacc	TNAP inh hi DEA	PMI act satM6P
> COc1cccc(C(=O)NCC2(c3ccccc3)CCCC2)c1
  1.1	0.9	15	8	14	1	0.9	-5	-3	1
> CCCCN(CC)S(=O)(=O)c1ccc(C(=O)Nc2nnc(-c3ccccc3Cl)o2)cc1
  1.1	0.9	99*	7	18	1	0.8	-31	0	1.2
> NC(=O)c1nsc(C(=O)N(CC(=O)NCc2ccco2)c2ccccc2F)c1N
  1	1	26	-5	-5	1	1.1	-8	-4	1
> Cc1c(C(=O)Nc2ccccc2)sc2nc[nH]c(=O)c12
  0.9	0.7	0	26	18	1	0.8	-2	-2	0.9
> CCOC(=O)C1=C(C)NC(C)=C(C(=O)OCC)C1c1cccs1
  0.8	1.1	46	-7	13	1	0.9	2	4	0.9
> Cc1noc(C)c1COC(=O)CCCc1c[nH]c2ccccc12
  0.8	1	-6	-2	23	1	0.8	-3	-1	0.9
> CCOC(=O)c1c(N)sc(C(O)(C(F)(F)F)C(F)(F)F)c1-c1ccccc1
  0.8	0.9	5	11	30	1.1	0.7	1	-6	0.8
> CCNC(=O)CC1C(=O)N(CC)C(=S)N1NC(=O)c1cccnc1 (stereo unspecified)
  1.1	0.9	-1	10	1	1	1	-6	-4	1
> CN(CCNC(=O)C1(O)c2ccccc2NC(=O)N1c1ccccc1)Cc1ccccc1 (stereo unspecified)
  0.8	0.9	-7	9	15	1	0.9	-12	-5	0.9
> CCn1c(C2CC(=O)N(Cc3ccccc3)C2)nc2ccccc21 (stereo unspecified)
  1	0.9	0	10	12	1.1	0.9	-6	-7	0.9
> COCCNC(=S)N/N=C/c1ccc2c(c1)OCCO2
  1.1	0.9	-2	8	1	1	1	-6	-4	1.1
> O=c1c2ccccc2oc2nc(C3CCCCC3)n(Cc3ccco3)c(=O)c12
  1.2	1	2	2	3	0.9	1	4	6	1.2
> CCOC(=O)c1c(C)c(C)n(Cc2cccc(OC)c2OC)c1C
  1	1	12	-5	11	1.1	0.9	-8	-6	1
> O=C(CNC(=O)c1cccc(F)c1)N/N=C/C=C/c1ccccc1
  1	1.3	2	-28	-9	1	1.1	-6	-3	1
> COc1cc2c(cc1OC)N1C(=O)CC(OCC(=O)O)C3C4CC5(CCN5C(=O)C4=O)C2C31 (stereo unspecified)
  /	1.2	-5	-18	/	1.1	/	-4	-7	/
> Cc1cc(C)c(S(=O)(=O)c2ccccc2C)c(Oc2ccccc2)n1
  0.9	0.9	18	8	10	1	0.9	-16	-2	0.9
> CCN(CC)c1ccc(/C=N/NC(=O)c2cccc(S(=O)(=O)Nc3ccccc3OC)c2)cc1
  0.8	1.1	19	-8	16	1	0.8	-8	-2	0.9
> Cc1cccc(Oc2ccccc2N)c1
  0.9	0.7	-12	27	17	1	0.8	-5	2	1.1
> O=C(Nc1nncs1)C1c2ccccc2Oc2ccccc21
  1	1	-1	2	9	1	0.9	-10	-3	1.1
> COc1ccccc1OCc1nc(C#N)c(N2CCCC2)o1
  1	1.1	-4	-14	-15	1.1	1.2	-5	-5	1
> O=C(Nc1nccs1)C(c1ccccc1)N1CCCCC1 (stereo unspecified)
  1.2	1	-4	1	-9	1	1.1	-7	0	1.1
> N#Cc1nc(-c2ccccc2F)oc1NC1CCCCC1
  1	1	20	1	14	1	0.9	17	-1	0.9
> COC(=O)Cc1c(C)[nH]n(-c2cc(Cl)cc(Cl)c2)c1=O
  1.2	1.1	-12	-8	24	1	0.8	-8	-2	1.2
> N#Cc1nc(-c2ccccc2F)oc1NCCc1ccccn1
  1	0.9	/	7	14	1	0.9	-12	-5	1
> c1ccc2c(c1)ncn2CCCOc1ccc2c(c1)CCC2
  0.9	1	17	4	12	1.1	0.9	-15	-8	0.9
> CCOC(=O)c1ccc(NC(=O)c2ccccc2N(C)S(=O)(=O)c2ccccc2)cc1
  0.9	0.9	16	9	9	1	0.9	-11	1	1
> Cc1cc(C)cc(NC(=O)COc2ccc(C(=S)N3CCOCC3)cc2)c1
  0.9	1	0	1	9	1.1	0.9	-16	-5	1
> COc1ccc(S(=O)(=O)N2CCN(C(=O)[C@@H]3CCC(=O)N3C3OC(=O)c4ccccc43)CC2)cc1 (stereo partly specified)
  1	0.9	0	8	16	1.1	0.8	-13	-9	1
> Cc1ccn2cc(-c3nonc3C)cc2c1
  1.2	0.9	-2	10	10	1	0.9	-3	2	1.5
> CSc1nc2ccccc2cc1/C=C(\C#N)c1ccc(Cl)c(Cl)c1
  1	0.8	6	19	7	1	0.9	-2	-4	1
> CC(=O)Nc1ccc(C(=O)NCC(=O)OCc2ccccc2F)cc1
  1	1.1	6	-6	26	1	0.7	-60	-2	1.1
> O=C(c1ccc(COc2ccccc2Br)cc1)N1CCCCC1
  0.9	1.1	70*	-5	9	1	0.9	-14	-4	1
> COc1ccc(C2(O)CCN(C(=O)Cc3cccnc3)CC2)cc1
  0.9	1	-6	2	14	1	0.9	-10	0	0.9
> CC(C)c1ccc(-c2noc(C3CCCN(C(=O)c4ccc(F)cc4F)C3)n2)cc1 (stereo unspecified)
  0.9	1	-3	-2	13	1	0.9	4	-4	0.9
> c1csc(CNCCN2CCOCC2)c1
  1.1	1.1	-4	-9	2	1	1	6	1	1.2
> COc1cc(OC)c(S(=O)(=O)NCc2ccco2)cc1S(=O)(=O)NCc1ccco1
  1.1	0.9	-7	8	1	1	1	-8	0	1.1
> CCOc1ncccc1C(=O)OCC(=O)c1ccc(F)cc1
  1	1	-8	3	5	1	0.9	-6	0	1
> COc1ccc(CNC(=S)Nc2ccc(OC)cc2)cc1
  1	1	52*	3	22	1	0.8	-15	-4	0.9
> CC(C)CNS(=O)(=O)c1cc(C(=O)OCC(=O)c2ccc3c(c2)OCCO3)c(Cl)cc1Cl
  1.1	0.9	-5	7	10	1.1	0.9	-9	-6	1.1
> O=C(NCc1ccco1)c1n[nH]c(=O)c2ccccc12
  1	1	-5	3	1	1	1	-12	2	1
> c1ccc(CSCc2nc3ccccc3[nH]2)cc1
  0.9	1.1	60*	-6	12	1	0.9	-21	1	0.9
> Fc1ccc(NC(=S)Nc2ccc(Cl)cc2)cc1
  1.1	0.9	63*	10	-16	1	1.2	1	4	1.1
> CCOC(=O)N1CCC(N2CCCC(C(=O)c3cc(C)c(OC)c(C)c3)C2)CC1 (stereo unspecified)
  0.9	1	93*	-1	20	1	0.8	-8	-4	0.9
> CCOC(=O)c1ccc(NC(=O)N2CCN(C(=O)c3ccco3)CC2)cc1
  1	1.2	5	-15	-4	1.1	1	-8	-5	1
> CCOC(=O)c1ccc(NC(=O)CCc2ccc(C)o2)cc1
  0.9	1	-2	0	9	1	0.9	-1	2	0.9
> CCCC(O)(CCN1CCOCC1)c1ccc(Br)cc1 (stereo unspecified)
  0.9	1.1	41	-6	14	1	0.9	-7	2	0.9
> Cc1cccc(-n2c(N)cc(=O)[nH]c2=S)c1
  1	1	-5	4	16	1.1	0.8	-13	-5	1.1
> COC(=O)Cn1c(=NC(=O)c2sc3ccccc3c2Cl)sc2cc(S(N)(=O)=O)ccc21
  0.9	1.1	1	-12	-5	0.9	1.1	-11	6	1
> COc1ccc(/C=N/Nc2nc(Nc3ccccc3)nc(N3CCCCC3)n2)cc1OC
  1	1	98*	-3	-4	1.1	1	-4	-7	1
> CCOC(=O)n1c(=O)n(Cc2ccc(Cl)cc2Cl)c2ccccc21
  0.8	0.9	2	14	23	1	0.8	-4	-2	0.8
> Cc1cc(C)n(-c2cc(N3CCN(S(=O)(=O)c4ccc(Br)cc4)CC3)ccc2[N+](=O)[O-])n1
  0.9	1.3	29	-26	31	1	0.7	-11	-1	0.8
> COC(=O)C1=C(CN2CCN(C)CC2)NC(=O)NC1c1cc(C)ccc1C (stereo unspecified)
  0.9	0.9	6	7	7	1	0.9	-9	1	1
> COc1cccc(/C=c2\s/c(=C/C(=O)c3ccc(C)cc3)[nH]c2=O)c1OC
  0.9	1	38	2	3	0.8	1	-23	19	1

# High-throughput results from PubChem BioAssay.
